NPY-Y2 antag – antagonists of human neuropeptide Y receptor Y2. hit rate 0.99% among 140,000. inhibition, % at 2.7 µM. NPY-Y2 expressing cells, antagonist mode. P49146. AID 793; in the data active = inhibition above about 17%;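 note: 0% = vehicle with agonist challenge and 100% = reference antagonist with challenge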
Target sequence (P49146 whole entry, looked up): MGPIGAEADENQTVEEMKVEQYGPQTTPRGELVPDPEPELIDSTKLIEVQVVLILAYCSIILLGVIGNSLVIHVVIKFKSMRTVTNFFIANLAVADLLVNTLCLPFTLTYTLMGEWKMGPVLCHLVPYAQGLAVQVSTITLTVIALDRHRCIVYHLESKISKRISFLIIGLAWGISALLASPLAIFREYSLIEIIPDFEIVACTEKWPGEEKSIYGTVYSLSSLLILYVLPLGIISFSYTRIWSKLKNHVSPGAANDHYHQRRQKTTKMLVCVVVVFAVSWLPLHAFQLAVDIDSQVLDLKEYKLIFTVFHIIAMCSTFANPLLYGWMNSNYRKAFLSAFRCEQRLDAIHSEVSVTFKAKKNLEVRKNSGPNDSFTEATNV
BB579 growth dn – reduces growth of yeast BB579 in restrictive medium. hit rate 0.51% among 140,000. AID 804. inhibition, % at 10 µM. S. cerevisiae BB579 growth, OD615, 48 h;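 active = inhibition above a set limit, 3 SD over the mean compound inhibition, cut at about 44% in these data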; note: inactives centre near -24
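Test system: DeaD yeast strain BB579 / Buffer or medium: restrictive glucose-based CSMM-D medium / Doses: single 10 µM dose / Schedule: 4 h cell preincubation, 48 h compound exposure, 30 °C humidified / Technique: culture absorbance at 615 nm / Controls: amphotericin B positive control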
Measles CPE – protection of cells from measles virus. AID 841. hit rate 1.5% among 140,000. protection (pct of control), % at 4 µM. Measles virus-infected cells, CPE protection, absorbance; in the data active = protection mostly above about 24%, no sharp cut-off; inactive = mostly below about 26%; note: some compounds called inactive have numbers as strong as hits
bCat KO growth – beta-catenin-lacking colon tumor cell growth suppression. HCT116 beta-catenin knockout viability, CellTiter-Glo, 60 h; hits give low values. hit rate 1.5% among 140,000. viability, % at 10 µM;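 active = viability at or under a set limit, the compound median less 4 SD, cut at about 6% in these data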;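 note: 0% = Hyamine 1622 control at 20 µM and 100% = untreated cell control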
Phagocytosis inh – blocks phagocytosis by macrophages | inhibition, % at 5 µM | hit rate 0.07% among 110,000 | AID 1029 | J774A.1 macrophage IgG-bead phagocytosis, imaging;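 active = inhibition above the mean of the plate negative controls plus 5 SD, cut at about 13% in these data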;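 note: phagocytic index as fraction of beads internalized from green versus red external bead signal; plate controls were DMSO negative control for no effect and cytochalasin-D positive control for full effect; some results beyond the cut were filed as inactive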
MRP1 act – activators of MRP-1; H69AR cells + doxorubicin, viability rescue, CellTiter-Glo; viability increase, % at 10 µM; hit rate 0.61% among 140,000; AID 799;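 active = viability gain under doxorubicin at or above a set limit, the compound median plus 3 SD, cut at about 4.7% in these data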;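 note: MRP-1 overexpressing cells given doxorubicin 25 µM after compound pretreatment; 18-22 h compound pretreatment then 72 h with doxorubicin before readout; 0% = doxorubicin-only wells and 100% = vehicle-treated cells without doxorubicin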
Yeast life ext – yeast lifespan extension; S. cerevisiae growth with nicotinamide, OD615; deaD strain in restrictive glucose medium; inhibition of the nicotinamide effect, % at 10 µM; hit rate 0.68% among 130,000; AID 775;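 active = inhibition above a set limit, placed 3 SD over the median of all compounds, cut at about 26% in these data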;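 note: 0% = nicotinamide-treated wells and 100% = cells grown without nicotinamide; some compounds called inactive have numbers as strong as hits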
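Buffer or medium: CSMM-D glucose medium, restrictive; test system: modified budding yeast, DeaD strain; compound: single dose 10 µM compound, 0.25% DMSO; schedule: culture preincubation 4 h, compound exposure 48 h, both 30 °C; detection: optical density (absorbance) at 615 nm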
E-sel TNF inh – TNF alpha driven E-selectin expression inhibition. inhibition, % at 2 µM. hit rate 0.71% among 120,000. HUVEC TNFa-induced E-selectin immunofluorescence, high content. AID 1246;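 active = inhibition above the batch mean plus 3 SD, and confirmed as a hit on visual image review, cut at about 43% in these data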;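 note: 0% = TNF-stimulated DMSO wells and 100% = unstimulated control wells; not every result past the cut was called active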
GALR2 blocker – blocks the human galanin receptor 2; GALR2-expressing cells, antagonist mode; inhibition, % at 4 µM; O43603; hit rate 0.39% among 140,000; in the data active = inhibition above about 27%;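 note: cells stimulated with galanin 1-16 at roughly its EC80; 0% = agonist challenge control and 100% = basal control without agonist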
Target sequence (O43603 whole entry, looked up): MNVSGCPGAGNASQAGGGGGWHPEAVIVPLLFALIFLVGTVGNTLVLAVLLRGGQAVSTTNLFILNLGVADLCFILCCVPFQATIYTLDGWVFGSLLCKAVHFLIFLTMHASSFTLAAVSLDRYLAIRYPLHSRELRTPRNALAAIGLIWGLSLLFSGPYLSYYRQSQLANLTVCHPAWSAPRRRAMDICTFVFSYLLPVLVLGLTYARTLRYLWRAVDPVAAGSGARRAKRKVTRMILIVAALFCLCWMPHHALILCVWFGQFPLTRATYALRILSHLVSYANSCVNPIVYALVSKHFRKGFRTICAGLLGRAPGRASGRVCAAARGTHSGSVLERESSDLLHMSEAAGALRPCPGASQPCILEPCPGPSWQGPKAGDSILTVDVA
HCT116 PTEN-null – PTEN-deleted cell growth suppression. hit rate 1.2% among 140,000. HCT116 PTEN-null viability, CellTiter-Glo, 60 h; hits give low values. AID 827. viability, % at 10 µM;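 active = viability at or below a set limit, 4 SD under the median of all tested compounds, cut at about 3.7% in these data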;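 note: PTEN knockout HCT116 line with beta catenin targeted HCT116 as companion control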
Numbers without * were called inactive; x = no result given.

SMILES	NPY-Y2 antag	BB579 growth dn	Measles CPE	bCat KO growth	Phagocytosis inh	MRP1 act	Yeast life ext	E-sel TNF inh	GALR2 blocker	HCT116 PTEN-null
CC(=O)N1CCc2cc(S(=O)(=O)NC3CCCc4ccccc43)ccc21 (stereo not given)	0.2	-42.8	2.2	68.5	x	-3.4	-4.8	-9.0	21.6	64.0
O=C(Nc1ccc(CN2CCOCC2)cc1)c1cccc(F)c1	0.7	-26.3	7.5	89.8	-0.2	0.7	-4.8	12.4	-11.6	99.0
CC1CN(C(=O)CSc2nnc(-c3ccncc3)n2-c2ccccc2)CC(C)O1 (stereo not given)	0.6	-21.3	1.7	83.1	x	-0.2	-11.9	9.7	1.4	84.1
O=C(OCC1CC(c2ccccc2Cl)=NO1)c1ccc(Br)cc1 (stereo not given)	9.6	-9.0	17.3	88.3	-5.9	3.8	-5.4	x	-8.3	98.4
Nn1c(SCC(=O)Nc2cccc(F)c2)nnc1C1CCCCC1	-0.9	-71.9	2.7	103.6	0.1	0.0	-6.4	-19.3	0.4	102.2
Cc1cc(C)n(-c2nc(O)cc(=O)[nH]2)n1	2.2	-7.0	5.4	95.9	x	0.5	x	-12.5	-10.2	92.9
COc1cnc(-c2ccccn2)nc1Oc1ccccc1Cl	0.3	-33.5	13.7	94.7	-0.4	-2.1	57.5	x	-2.6	89.0
CCc1nc(SCc2nc3ccccc3[nH]2)c2oc3ccccc3c2n1	5.0	5.8	8.3	68.7	-0.1	-1.3	-10.6	7.7	-4.2	47.5
COc1ccc(C(CC(=O)O)NC(=O)COc2ccccc2)cc1 (stereo not given)	4.2	-41.3	28.1	89.0	x	-1.9	-4.5	-0.8	-2.2	95.9
CCOc1ccc(NC(=O)CN(c2cc(C)cc(C)c2)S(=O)(=O)c2c(C)noc2C)cc1	1.1	-28.8	6.5	102.7	x	-2.2	-6.4	x	1.1	107.3
CC/C(=N\NC(=O)c1ccccc1Cl)c1ccc(Br)s1	1.8	-26.9	6.5	85.0	-3.1	0.6	-0.9	x	7.2	84.7
O=C1Nc2ccc(F)cc2C12Nc1ccccc1-c1nnc(SCc3ccccc3Cl)nc1O2 (stereo not given)	0.8	-27.4	9.7	75.6	x	-0.9	-12.3	13.2	2.2	93.2
CC12CN3CC(C)(CN(C1)C3c1ccc(Cl)cc1Cl)C2O (stereo not given)	0.7	x	x	x	-0.6	x	x	-12.1	-0.8	x
CC(C)(C)n1nnnc1C(c1cccs1)N1CCN(c2ccccc2)CC1 (stereo not given)	10.3	-67.4	12.7	79.7	-0.9	-0.1	-4.1	-13.7	-3.9	75.7
COC(=O)c1ccccc1NC(=O)CSc1ccccc1	4.8	-20.9	12.1	94.3	3.0	0.7	-4.2	0.4	-4.7	83.4
O=C1c2ccccc2C(Nc2ccc(S(=O)(=O)N3CCCCC3)cc2)N1Cc1ccco1 (stereo not given)	1.6	-26.6	19.8	72.6	-0.2	-5.0	-6.7	x	2.5	81.3
O=c1cc(O)n(-c2ccccc2F)c(=S)[nH]1	1.9	-28.7	5.5	94.8	-0.6	0.8	-8.5	9.5	3.7	101.7
COc1ccc(C(=O)O/N=C(/C)c2cccs2)cc1	1.5	-28.2	5.4	91.5	-0.6	0.8	-24.6	8.8	2.1	102.0
O=C1c2ccccc2C(=O)N1CC(O)Cn1nnc2ccccc21 (stereo not given)	0.1	-23.0	7.2	103.6	-0.3	0.8	-3.9	-8.3	-6.0	108.6
CC(=O)N(c1ccc(Br)cc1)C1C=CS(=O)(=O)C1 (stereo not given)	2.2	-27.0	8.0	94.7	0.9	-1.4	-3.4	x	15.2	92.2
CCc1c(O)nc2sc3ccccc3n2c1=O	8.1	19.3	15.8	91.1	x	-1.2	-22.1	-46.7	0.2	89.4
O=S(=O)(NCc1ccccn1)c1ccc(Br)s1	4.3	9.9	15.7	87.6	-1.4	-0.3	-12.1	x	5.2	95.4
COc1ccc2cc(/C=N/NC(=O)CSCc3ccc([N+](=O)[O-])cc3)c(Cl)nc2c1	-0.4	-46.0	4.5	90.8	x	-0.7	-11.7	x	5.7	90.0
Cc1cc(C=O)c(C)n1-c1ccc(NC2CCCCC2)c([N+](=O)[O-])c1	4.2	-41.6	4.0	35.1	-0.3	-1.8	-25.3	4.3	-10.0	54.3
Cc1ccnc(NS(=O)(=O)c2ccc(NC(=O)c3cc(-c4ccccc4)nc4ccccc34)cc2)n1	0.8	-45.6	5.7	88.8	-2.5	-2.6	5.2	5.9	-5.7	96.3

3 compounds out of the list above, sorted by the value under NPY-Y2 antag, lowest first.
SMILES | NPY-Y2 antag | BB579 growth dn | Measles CPE | Phagocytosis inh | Yeast life ext | E-sel TNF inh | GALR2 blocker
COc1cnc(-c2ccccn2)nc1Oc1ccccc1Cl | 0.3 | -33.5 | 13.7 | -0.4 | 57.5 | x | -2.6
O=C(Nc1ccc(CN2CCOCC2)cc1)c1cccc(F)c1 | 0.7 | -26.3 | 7.5 | -0.2 | -4.8 | 12.4 | -11.6
O=S(=O)(NCc1ccccn1)c1ccc(Br)s1 | 4.3 | 9.9 | 15.7 | -1.4 | -12.1 | x | 5.2

Next section.
SMILES	NPY-Y2 antag	BB579 growth dn	Measles CPE	bCat KO growth	Phagocytosis inh	MRP1 act	Yeast life ext	E-sel TNF inh	GALR2 blocker	HCT116 PTEN-null
O=C(NCc1ccc(N2CCCC2=O)cc1)c1cn(Cc2ccccc2)nn1	-0.4	-46.2	2.8	96.6	0.0	0.2	25.9	x	11.4	103.9
COc1ccc(CCNC(=O)C2CCN(S(=O)(=O)N3CCOCC3)CC2)cc1OC	1.5	-3.2	8.6	109.6	-1.4	0.2	-10.6	-48.8	-6.2	104.1
COc1ccccc1CN(C(=O)CCl)C(C(=O)NC1CCCCC1)c1ccncc1 (stereo not given)	1.0	3.0	4.6	95.9	-7.5	-2.5	0.3	15.4	-0.1	104.9
OCCN(CCO)CC(O)COc1ccc(C23CC4CC(CC(C4)C2)C3)cc1 (stereo not given)	7.9	45.9*	5.1	12.0	-4.5	-5.8	-10.1	x	1.8	5.9
CCCCC(C(=O)O)C(C)CC(=O)Nc1cccc(C(=O)O)c1 (stereo not given)	0.5	-52.4	7.8	117.8	-0.5	-0.3	-18.1	x	11.3	101.1
O=C(Nc1nc(-c2ccccc2)cs1)c1ccc(N2CCOCC2)c([N+](=O)[O-])c1	4.8	-45.0	5.3	9.9	0.6	3.1	-2.5	x	-5.4	12.7
O=C(Nc1ccccc1N1CCOCC1)c1ccc(Br)o1	4.3	-28.6	8.6	85.4	3.8	-1.6	-3.9	-47.2	6.7	87.1
O=C(CSc1nnc(CNc2ccc(Cl)cc2)o1)Nc1nc2ccccc2s1	-0.5	-27.7	8.7	87.2	-2.8	-1.7	-9.5	-2.3	-0.5	92.8
Cc1ccc(S(=O)(=O)Oc2ccc(/C=C(/NC(=O)c3ccccc3)C(=O)Nc3ccccc3)cc2)cc1	5.5	-57.8	4.5	85.8	4.5	-5.8	-22.2	-11.2	-9.9	94.0
Cc1[nH]c2ccccc2c1C(=O)CSc1nncn1C	1.5	-11.7	16.3	94.7	x	-2.5	x	-14.6	-7.5	98.8
Cc1cccc(CN2C(=O)N/C(=C/c3cc(C)n(-c4cc(C)ccn4)c3C)C2=O)c1	-1.1	-29.1	24.1	61.2	x	1.0	-13.8	-19.8	13.2	53.6
Cc1cc([N+](=O)[O-])ccc1NCc1ccccc1	2.9	-45.9	29.0	79.5	x	0.4	-10.9	-47.9	1.2	65.2
COc1ccc(/C=C2\N=C(SC)NC2=O)cc1	1.6	-37.2	29.5	80.2	-0.9	0.7	-26.3	-15.9	-9.0	87.4
COc1nnc(-c2ccc(C)c(S(=O)(=O)NCCO)c2)c2ccccc12	7.8	-77.0	9.0	107.1	1.8	-0.2	-2.0	-10.5	1.1	110.0
CC(C)(C)NS(=O)(=O)c1ccc(NS(=O)(=O)c2ccc(F)cc2)cc1	1.3	-15.4	4.1	96.1	1.5	-2.9	-16.0	-0.4	-0.3	96.6
COc1ccc(Br)cc1/C=C/C(=O)Nc1ccc2ccccc2c1	0.6	-46.6	18.8	73.5	-4.2	0.2	0.0	x	4.6	79.3
CCOC(=O)c1ccc(NC(=O)CSc2nnc(CNc3ccc(C)cc3)n2C)cc1	2.8	-11.4	9.9	90.5	x	-3.7	x	-12.9	-6.4	87.8
O=C(NCCN1CCOCC1)c1cc2cc(Br)ccc2oc1=O	2.5	-8.1	21.3	101.3	-0.3	-0.7	-6.0	4.7	-10.9	88.7
Clc1cccc(Oc2cnc3ccccc3n2)c1	1.2	-34.1	5.8	88.7	3.1	-4.7	5.4	-34.3	3.4	77.9
COc1cccc(CN2C(=O)CCC2(C)C(=O)NC2CCCCCC2)c1 (stereo not given)	1.6	-18.3	23.8	81.8	-1.2	-0.5	-11.0	x	4.7	79.9
Cc1ccc(-n2nc3c(c2NC(=O)c2c(-c4ccccc4Cl)noc2C)CS(=O)(=O)C3)c(C)c1	1.5	-17.8	17.6	73.3	0.3	-3.9	-17.5	x	-6.6	75.0
CCCC(=O)Nc1ccc(NC(=O)CCc2ccccc2)cn1	3.0	5.9	21.1	96.0	-0.6	-0.2	-8.6	13.3	3.4	93.5
O=C(c1nn2c(C(F)(F)F)cc(-c3ccco3)nc2c1Br)N1CCCc2ccccc21	4.5	-20.2	10.3	66.1	-0.7	-4.0	-1.2	x	10.3	80.0
CCOc1ccc(CNC(=S)N/N=C/c2cccnc2)cc1	8.2	8.5	22.1	94.7	x	-1.2	-1.8	-15.7	7.1	97.6
COCCCNC(=O)c1cc2c(=O)n(C)c3ccccc3c2n1C	1.6	-19.6	4.5	70.2	-0.1	-5.0	-4.3	9.3	-3.3	63.4

The listing continues.
SMILES	NPY-Y2 antag	BB579 growth dn	Measles CPE	bCat KO growth	Phagocytosis inh	MRP1 act	Yeast life ext	E-sel TNF inh	GALR2 blocker	HCT116 PTEN-null
COc1ccc(CC(=O)N2CC(C)CC(C)C2)cc1OC (stereo not given)	4.1	-31.4	13.5	100.0	0.5	-0.2	-5.7	11.2	0.1	99.3
Cc1cc(C)cc(N(CC(=O)N2CC=C(c3ccccc3)CC2)S(=O)(=O)c2c(C)noc2C)c1	10.9	-46.7	11.4	65.0	0.3	0.0	-2.3	x	-5.2	69.7
Nc1ccc(C(=O)OCCCc2nc3ccccc3[nH]2)cc1	2.1	-13.5	5.6	92.1	0.8	-2.3	x	-9.7	9.5	89.3
COc1ccc(C2CC(=O)NC3=C2C(=O)CCC3)cc1Cl (stereo not given)	3.2	-44.7	6.4	91.1	x	-2.9	-3.4	0.5	-1.2	84.8
CC(C)CN(C(=O)CN1CCN(c2ccc(O)cc2)CC1)c1c(N)n(CC(C)C)c(=O)[nH]c1=O	0.2	-41.2	3.4	26.5	5.4	-1.0	6.9	0.6	1.9	21.8
COc1ccc(NC(=S)N2CCN(C(=O)C3CCCO3)CC2)c(OC)c1 (stereo not given)	-0.5	-43.2	6.5	93.9	-3.5	0.7	1.6	x	16.7	96.0
C=CCSC1=N/C(=C\C=C\c2ccco2)C(=O)S1	6.3	-18.6	3.6	84.4	0.6	-3.2	-6.0	x	-8.2	85.9
CCOC(=O)N1CCN(c2ccc(Cl)c(Cl)c2)CC1	6.0	-18.8	11.9	93.0	-0.5	2.5	-7.7	23.1	2.9	92.9
